# WT yeast gro inh: growth inhibition of WT yeast, mitochondrial fusion screen; mitochondrial fusion phenotypic screen, WT strain; inhibition, % at 10 µM; 190,000 compounds, 2.1% hits; AID 1362; in the data active means inhibition above about 58%; tested in S. cerevisiae
# Hep lipid drop: hepatic lipid droplet formation modulation; inhibition, % at 6.5 µM; 240,000 compounds, 0.4% hits; AML12 mouse hepatocytes, oleate lipid droplets, BODIPY imaging;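 active means lipid droplet intensity inhibited by at least 50%, with more than 500 cells counted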
#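 material = mouse AML12 hepatocyte cell line, fixed after treatment | also added = 100 µM oleic acid challenge | doses = compound at 6.5 µM only | schedule = overnight exposure | technique = Image-based BODIPY and DAPI two-channel analysis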
# Ins promoter up: MIN6 insulin promoter up-regulation; MIN6 insulin promoter-GFP reporter, high-content imaging; active compounds read high; z-score at 5 µM; 190,000 compounds, 0.3% hits;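 active means z-score above 3 at 5 µM with at least 500 cells counted in the well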
# bCat nuc transl: alters nuclear translocation of beta-catenin in HeLa cells; 190,000 compounds, 0.3% hits; immunofluorescence imaging; AID 1665; nuclear translocation activity, % at 5 µM;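 active means nuclear translocation activity above 50% at 5 µM, with a well cell count of 50 or more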;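 further: per-cell ratio of nuclear to cytoplasmic median beta-catenin stain intensity; plate controls were DMSO negative control for no effect and GSK-3 inhibitor IX positive control for full effect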
#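 System: Human HeLa cells, endogenous beta-catenin | Compound dosing: 5 µM primary, 0.02–20 µM confirmation | Timing: 24 h compound exposure at 37°C, 5% CO2 | Measured by: Fluorescence imaging of beta-catenin antibody stain plus DAPI | Read-out basis: % activation of per-cell nuclear versus cytoplasmic median beta-catenin signal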
# MT stabilize HCS: stabilizes microtubules in HeLa cells; 200,000 compounds, 0.83% hits; HeLa tubulin immunostaining HCS, 24 h; share of cells brighter than vehicle mean+2SD; % tubulin-high responders, % at 10 µM; AID 2205;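 active means plate Z-score above 3 for both tubulin-high and condensed-nucleus cell shares, with cell loss under 80%, at 10 µM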;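 further: anti alpha tubulin signal scored within the nucleus-defined area of each cell; some results filed as inactive read as strong as hits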
# Dynein transport: blocks dynein driven cargo transport along microtubules | 220,000 compounds, 0.47% hits | z-score, hits read low | 3617.4 mouse cells, GR-EGFP nuclear translocation imaging; test concentration mostly 20 µM; stimulated with dexamethasone, 1 µM; active compounds read low;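 active means plate z-score of nuclear minus cytoplasmic receptor signal below a set negative limit, without overly bright fluorescence or cell loss, cut at about -3.5 in these data, passing the limit was not always enough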;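 further: z-score of nuclear minus cytoplasmic ring GR-EGFP intensity difference per well; some compounds called inactive have numbers as strong as hits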
#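 Medium: Induction medium lacking tetracycline, stripped serum | Probe or stimulus: 1.0 µM final dexamethasone stimulus | Schedule: 48 h induction, then 1 h compound, then 30 min agonist, 37 °C | Signal: Automated 10x imaging of fixed Hoechst-stained cells | Evaluation: Per-cell GR-EGFP intensity, nucleus versus surrounding cytoplasmic ring, well-averaged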
# XIAP antagonists: XIAP antagonists, biochemical, IAP family, fluorescence polarization (AID 1018); displacement, % at 20 µM, or IC50 in µM where a hit was titrated; 200,000 compounds, 0.007% hits; XIAP BIR domain, fluorescence polarization peptide displacement; higher % means a stronger effect; in the data active means displacement above about 50%; further: a part of the inactive calls stands beside numbers as strong as those of hits
# CSM14.1 death rescue: protection against thapsigargin-triggered cell killing – 384-well, CSM14.1, ATP luminescence, primary screen (AID 1222); 190,000 tested, under 10 active; cellular ATP content (survival), % at 20 µM, or EC50 in µM where a hit was titrated; CSM14.1 thapsigargin-induced death rescue, ATP luminescence; higher % means a stronger effect;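 active means EC50 below 50 µM in the dose-response confirmation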;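 further: death triggered by thapsigargin at about 15 µM added after 2 h compound pretreatment; cell ATP read after overnight thapsigargin exposure of roughly 18 to 22 hours; normalized against plate controls of thapsigargin alone and 5% DMSO vehicle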
# Autophagy HCS: alters autophagy in cells; 190,000 compounds, 0.98% hits; calls only at 10 µM (by protocol); AID 463193; MEF GFP-LC3 puncta imaging; test concentration mostly 10 µM;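 active means percentage of spot-positive cells more than 3 SD above its plate mean, without a fluorescence outlier flag or 80% toxicity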;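 further: spot-positive cell cutoff set from DMSO-treated cells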
# WT yeast gro inh mutant strain: recorded beside WT yeast gro inh, whose call it bears; inhibition, %; mitochondrial fusion phenotypic screen, mutant strain inhibition
# Dynein transport cytoplasmic EGFP: recorded beside Dynein transport, whose call it bears; z-score; measured here: cytoplasmic GR-EGFP intensity; active compounds read high
# Dynein transport nuclear GR-EGFP: second read-out of Dynein transport, no call of its own (marks repeat the call); z-score; measured here: nuclear GR-EGFP intensity;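 lower value marks the stronger effect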
# Dynein transport cell count: further read-out of Dynein transport, marked with its call; z-score; measured here: cell count per field
# Ins promoter up cell count: also measured in Ins promoter up; calls as there; cell count; measured here: cytotoxicity, nuclei count;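 total cells summed across four imaged fields per well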
# Hep lipid drop cells 6.5 µM: second read-out of Hep lipid drop, no call of its own (marks repeat the call); cell count; measured here: cell count, cytotoxicity flag;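 cells counted across two imaged fields per well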
# bCat nuc transl cell count 5 µM: recorded beside bCat nuc transl, whose call it bears; cell count; measured here: cell count, cytotoxicity flag
# MT stabilize HCS Hoechst-high %: second read-out of MT stabilize HCS, no call of its own (marks repeat the call); % Hoechst-high responders; measured here: nuclear condensation Hoechst responders;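 share of cells brighter than vehicle mean plus two SD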
# MT stabilize HCS cytotoxicity %: recorded beside MT stabilize HCS, whose call it bears; toxicity, %; measured here: cytotoxicity by cell density;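 0% = mean cell density of plate MIN control wells and 100% = no cells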
# Autophagy HCS cell loss 18 h: further read-out of Autophagy HCS, marked with its call; toxicity, %; measured here: cell loss, nuclei count;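 cell loss after 18 h compound exposure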
# Active calls of the source: *; i = inactive; . = no result given.
# Screens in order – WT yeast gro inh	WT yeast gro inh mutant strain	Hep lipid drop	Hep lipid drop cells 6.5 µM	Ins promoter up	Ins promoter up cell count	bCat nuc transl	bCat nuc transl cell count 5 µM	MT stabilize HCS	MT stabilize HCS Hoechst-high %	MT stabilize HCS cytotoxicity %	Dynein transport	Dynein transport cytoplasmic EGFP	Dynein transport nuclear GR-EGFP	Dynein transport cell count	XIAP antagonists	CSM14.1 death rescue	Autophagy HCS	Autophagy HCS cell loss 18 h
O=C(CSc1ncnc2nc[nH]c12)N1CCOCC1
 : 6	0	.	.	0.1	1335	0.1	1138	1.7	2.3	4.4	-0.37	0.77	-0.0096	0.087	0.6%	1.8%	i	14
CC(=O)Nc1ccc(NS(=O)(=O)c2ccc(C)cc2)c([N+](=O)[O-])c1
 : 1	15	-14	735	-0.08	1285	-0.1	1067	2.2	2.9	7.9	-0.36	-0.34	-0.059	0.4	-5.5%	-0.6%	i	-3
O=C(COC(=O)C12CC3CC(CC(C3)C1)C2)NC12CC3CC(CC(C3)C1)C2
 : 80*	47*	.	.	0.38	1680	0.0	1352	3.5	1.6	0.2	-0.3	-0.21	-0.33	0.57	0.6%	0.2%	i	-2
CC(=O)OC1C(N2CCCCC2)c2c(ccc(/C=C/C(=O)N3CCCCC3)c2O)OC1(C)C (stereo not drawn)
 : -9	-6	-6	684	-0.31	1008	1.2	1088	3.0	2.3	6.7	2	-0.19	1.4	-1.2	-1.6%	2.7%	i	-5
COc1cc(OC)cc(C2=NC3(CCC(C)CC3)NC2=S)c1 (stereo not drawn)
 : 28	33	2	717	-0.32	1260	-0.5	1053	2.8	1.1	5.7	0.33	0.06	0.052	0.36	-2.2%	0.7%	i	11
CCCCCn1c(=O)c(C(=O)c2ccccc2)nc2ccccc21
 : 14	3	.	.	0.17	1634	-0.1	1396	2.8	2.2	8.7	-2.1	-0.2	-1.3	0.59	1.5%	-0.4%	i	-1
CC(=O)NC(CCS(C)(=O)=O)C(=O)Nc1cccc(C)c1C (stereo not drawn)
 : 9	-2	4	699	.	.	3.1	1035	2.6	1.9	7.2	-0.32	0.068	-0.03	-0.11	-4.3%	.	.	.
CCOC(=O)COc1c(Cl)cc(C2NC(=S)NC(c3ccccc3)=C2C(C)=O)cc1OC (stereo not drawn)
 : -14	-7	-3	703	-0.2	1392	-2.0	1072	3.5	2.4	12	1.1	-0.27	0.74	-0.92	-2.9%	1.4%	i	-21
CCCC(=O)Nc1c(C)nn(C(=O)CCC)c1C
 : 4	53	6	750	-0.36	1114	-1.9	1137	3.6	2.0	8.3	-0.68	0.26	0.25	2.6	-1.5%	4.5%	i	2
O=c1c2ccccc2nc(SCc2nc(-c3ccccc3)no2)n1-c1ccc(F)cc1
 : 17	-2	-32	619	-1.3	1957	1.6	1131	2.3	2.8	10	-0.39	-0.21	0.12	0.77	3.3%	.	i	-3
Cc1cc(C)n(-c2ccc(C(=O)OCC(=O)N(CC(C)C)C3CCS(=O)(=O)C3)cc2)n1 (stereo not drawn)
 : .	.	.	.	3.3*	1012*	-2.6	847	2.6	3.1	11	0.36	-0.33	0.017	0.19	-3.1%	-1.5%	i	18
CCOc1cc([N+](=O)[O-])cc(/C=C2/NC(=O)N(Cc3ccccc3F)C2=O)c1O
 : -1	8	-2	753	0.49	1306	-0.8	1115	6.1	1.5	2.7	-1.2	-0.16	-0.45	0.97	-4.2%	0.7%	i	-37
CCOC(=O)c1c(C2CC2)csc1NC(=O)CSCc1c(C)noc1C
 : 0	6	.	.	-0.13	1334	-4.7	966	1.5	1.7	9.5	-0.51	-0.23	-0.017	0.92	0.0%	-0.1%	i	-5
O=S(=O)(c1ccc(Cl)c(C(F)(F)F)c1)N1CCN(CC(O)COCC2CCCO2)CC1 (stereo not drawn)
 : 26	18	-6	626	-0.03	1791	-0.5	1052	3.4	2.3	0.5	-1	-0.15	0.16	0.21	-3.1%	-2.0%	i	-6
C1=CC2c3ccccc3NC(c3ccncc3)C2C1 (stereo not drawn)
 : 16	-5	.	.	1.9	1180	-3.7	746	2.4	2.1	8.4	-0.93	-0.01	-0.26	-0.38	0.0%	0.2%	i	2
Cc1cc(NC(=O)CSc2nnc(Nc3ccccc3C)s2)no1
 : .	.	-5	755	-0.5	1446	-2.4	1163	.	.	.	-0.2	-0.22	0.043	0.33	.	.	.	.
CC(=O)NC(CC(=O)N(C)Cc1cccc(Cl)c1Cl)c1ccccc1 (stereo not drawn)
 : -14	-2	1	666	.	.	1.5	1074	2.8	2.7	7.4	0.61	-0.26	0.32	-0.0029	-2.0%	0.7%	i	-3
CCCC(=O)Nc1nc2ccc(S(N)(=O)=O)cc2s1
 : 13	4	3	534	0.19	1519	0.8	1088	5.7	2.2	4.1	-0.16	-0.22	0.18	0.076	-1.9%	.	.	.
Cc1nn(-c2ccccc2)nc1-c1nnc(-c2ccc(C(F)(F)F)cc2)o1
 : .	.	11	789	0.88	1044	-1.4	1248	.	.	.	-0.76	-0.16	-0.33	0.96	.	.	.	.
O=C(O)c1ccc(COc2c(F)c(F)cc(F)c2F)cc1
 : -10	-3	7	698	0.04	1667	-0.7	1034	1.5	2.1	7.3	-1.1	-0.21	-0.47	0.066	-7.4%	-1.3%	i	-5
CCOC(=O)C(CSCc1ccccc1)NC(=O)OC(C)(C)C (stereo not drawn)
 : -12	-19	.	.	0.48	1509	-4.6	918	1.7	1.9	6.6	-0.79	-0.18	-0.088	0.33	-2.3%	0.0%	i	-4
Cc1c(OCC(=O)NC(Cc2c[nH]c3ccc(O)cc23)C(=O)O)ccc2c3c(c(=O)oc12)CCC3 (stereo not drawn)
 : .	.	-1	665	-0.11	1051	0.2	1329	.	.	.	0.44	-0.19	0.68	-1	.	.	.	.
COc1ccc(N2C(=O)CC(Sc3ncccc3C(=O)O)C2=O)cc1 (stereo not drawn)
 : -10	2	0	774	-0.05	840	.	.	1.9	1.3	7.7	-0.51	0.7	0.031	0.47	-1.8%	0.2%	i	11
O=C(c1cccn2c(=O)c3ccccc3nc12)N1CCN(Cc2ccc3c(c2)OCO3)CC1
 : -2	-8	.	.	-0.58	1154	-0.5	1382	3.8	2.0	1.3	0.82	-0.28	0.75	-0.22	-9.7%	-0.9%	i	7
COCCNc1cc(C)nc2c3c(C)cc(C)nc3nn12
 : 11	-3	.	.	-0.31	894	0.4	1118	2.1	3.8	5.9	-1	-0.092	-0.38	0.66	-3.6%	0.7%	i	-1
CCn1c(SCC(=O)c2ccc(Cl)cc2)nnc1C(C)C
 : 21	9	.	.	-0.85	1160	-5.7	979	4.7	2.2	5.0	-0.99	-0.27	-0.3	-0.15	-0.2%	0.8%	i	20
CC(=O)Nc1ccc(-c2csc(NNC(=O)c3ccc(C)cc3)n2)cc1
 : -4	-1	4	701	-0.17	1436	0.4	1530	1.3	2.5	5.5	0.048	-0.29	-0.013	-0.69	-3.0%	-1.4%	i	-8
CCOC(=O)C1(CCc2ccccc2)CCN(C(=O)[C@@H]2C[C@@H](C)NC(=S)N2)CC1
 : 1	4	-2	655	0.57	1417	0.5	1062	4.4	1.9	3.2	-0.37	0.59	-0.091	0.66	-5.9%	1.2%	i	13
O=C1c2ccccc2C(=O)N1CCCCON1C(=O)c2ccccc2C1=O
 : 11	10	8	694	0.01	1356	-3.3	569	1.7	1.9	8.4	1.7	-0.23	0.95	-1.3	1.3%	-0.1%	i	3
CC1=C(c2ccccc2)[N+](=O)C2(CCCC2)N1[O-]
 : -8	3	.	.	-0.2	952	-1.1	1127	1.6	1.1	7.3	0.37	-0.19	0.36	-0.13	-3.1%	5.6%	i	39
CC1=C(C)CC(C(=O)NCCc2ccccc2)C(C(=O)O)C1 (stereo not drawn)
 : -6	-40	6	752	-0.61	972	.	.	1.1	1.4	5.7	-0.71	-0.19	-0.25	1.1	-6.0%	-0.7%	i	-10
Cc1cccc(NC(=S)NNC(=O)CC(C)O)c1C (stereo not drawn)
 : -5	4	.	.	0.43	1560	4.2	1303	1.0	1.1	2.7	-0.4	-0.2	-0.28	-0.0029	-2.3%	-1.6%	i	13
O=C(O)CCNS(=O)(=O)c1ccccc1Br
 : -14	-1	-15	674	.	.	-1.3	1006	2.3	3.0	7.9	2.8	-0.13	1.7	-1.9	-5.9%	-0.7%	i	3
O=[N+]([O-])c1ccc(CSc2nnc(-c3cnccn3)o2)cc1
 : -3	-7	14	805	.	.	.	.	2.1	1.3	8.1	0.16	-0.33	0.12	0.11	-2.6%	-0.2%	i	43
CCc1ccccc1NC(=O)Cn1cccc1C1=NC(c2ccccc2)CO1 (stereo not drawn)
 : 7	7	12	679	0.4	1271	-1.4	502	2.2	1.3	7.8	0.39	-0.22	0.28	0.12	-6.9%	4.5%	i	-8

# Screens: PubChem BioAssay, several laboratories
